SW480 rerep – inducers of DNA re-replication in SW480 colon cancer cells | AID 624297 | 340,000 tested, 1.8% active | Potency, µM (doses to about 46.1 µM), for the others: at the highest dose re-replication activation, usual class: activators | SW480 DNA re-replication, Hoechst DNA content imaging, 48 h; further: potency means the concentration at half of the fitted maximal effect; % of control where 0% means no effect; nearly all actives have a fitted effect of over 55% in size
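DNA re-replication was detected as more nuclei of elevated Hoechst intensity after 48 hr exposure to compound (23 nL pinned per well of 250 cells).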
MCF10A rereplic – DNA re-replication induction in MCF 10a cells | MCF 10A DNA re-replication, Hoechst nuclear intensity, 48 h | Potency, µM (series often up to 46.1 µM), without a hit: at the top dose activity, positive = re-replication, hits mostly activators | 350,000 tested, 2.9% active; further: potency means the concentration at half of the fitted maximal effect; % of control where 0% means no effect; nearly all actives have a fitted effect of over 50% in size
HT1080 IDH1KD tx – kills HT-1080 cells with IDH1 knockdown; Potency, µM (series often up to 46.1 µM), inactives show top-dose activity, negative = toxicity, actives largely listed as cytotoxic; HT-1080 IDH1 knockdown viability, ATP luminescence, 48 h; 360,000 tested, 2% active;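 further: potency means the concentration at half of the fitted maximal effect; 0% = DMSO wells and -100% = cell-free medium wells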
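Knockdown cells (IDH1KD HT-1080) received compounds 2 h after plating at 750 cells/well and were kept 48 h at 37 °C in 5% FBS RPMI. A CellTiter-Glo luminescence read gave % activity for curve fitting.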
HT1080NT lethal – kills 2HG-producing HT-1080-NT fibrosarcoma cells | HT-1080-NT fibrosarcoma viability, CellTiter-Glo ATP luminescence, 48 h | Potency, µM (top dose mostly 46.1 µM), without a hit: top-dose activity, negative = less viability, hits mostly cytotoxic | 360,000 tested, 1.6% active | AID 686970;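 further: NT is the 2HG producing partner of a matched IDH1 knockdown line; potency means the concentration at half of the fitted maximal effect; 0% = DMSO-treated cells and -100% = media-only wells without cells; nearly all actives have a fitted effect of over 55% in size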
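Luminescent CellTiter-Glo readout after 48 hours of compound exposure at 37 degrees C defined viability of HT-1080-NT cells. Activity was normalized to DMSO wells and cell-free media wells; concentration-response curves were fitted and assigned curve classes.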
ATXN viability – cell viability loss in ATXN counter-screen; S2 cells (HEK-293 line with an ATXN2-luciferase reporter) viability, CellTiter-Fluor protease fluorescence, 24 h; Potency, µM (titrated, usually from 56.7 µM), most hits filed as cytotoxic; 400,000 tested, 0.49% active; AID 651635; further: potency means the concentration at half of the fitted maximal effect; nearly all actives have a fitted effect of over 40% in size
IL-1B inflam inh – inflammasome signaling inhibition, IL-1 beta readout; THP-1 LPS/ATP IL-1B secretion, AlphaLISA, 16 h; stronger effect = lower value; activity change, % at 57.5 µM; 360,000 tested, 4.7% active; in the data active means activity change below about -50%; inconclusive means mostly about -30% to -49%; further: on the % scale 0 is the no-effect control and ±100 the full control effect
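Secreted IL-1B measured by AlphaLISA bead assay after 16 h compound exposure of THP-1 cells; compounds (final up to 57.5 uM) added 1 h before LPS (250 ng/mL) and ATP (1.25 mM) stimulation; lower signal means less secretion.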
HepG2 tox – kills HepG2 cells in TGF-b inhibitor counter-screen | HepG2 CAGA-GFP viability, ATP luminescence, 18 h | Potency, µM (highest dose often 46.1 µM), for inactives: at the top dose activity change, negative = cytotoxicity, most hits filed as cytotoxic | 410,000 tested, 0.76% active; further: potency means the concentration at half of the fitted maximal effect; some results filed as inactive show a strong effect at the top dose
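CellTiter-Glo luminescence gave cytotoxicity after 18 hours at 37 degrees C. The cells were HepG2 CAGA-GFP in 1% FBS DMEM, stimulated with 500 pg/mL TGF-beta after compound addition. %Activity was normalised to no-cell wells (complete cell-killing) and DMSO (no toxicity), and curves were fitted and classified.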
KB-3-1 tox – kills parental KB-3-1 adenocarcinoma cells; Potency, µM (doses to about 46.1 µM), for inactives: at the top dose activity change, negative = cytotoxic, actives largely listed as cytotoxic; KB-3-1 viability, CellTiter-Glo ATP luminescence, 72 h; 400,000 tested, 1.4% active; further: potency means the concentration at half of the fitted maximal effect; on the % scale 0 is the no-effect control and ±100 the full control effect; nearly all actives have a fitted effect of over 60% in size
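KB-3-1 cells, DMEM (no phenol red) + 10% FBS; compound by pin transfer, 72 h, 37 °C. Readout: CellTiter-Glo luminescence after 10 min. Data normalized, curve-fitted.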
ATXN2 expr inh – reduces ATXN2 reporter expression in HEK-293 cells; HEK-293 ATXN2-luciferase reporter, luminescence, 24 h; Potency, µM (doses to about 57 µM), without a hit: at the highest dose activity change, negative = inhibition, usual class: inhibitors; 360,000 tested, 0.72% active; further: potency means the concentration at half of the fitted maximal effect; on the % scale 0 is the no-effect control and ±100 the full control effect; nearly all actives have a fitted effect of over 55% in size
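qHTS (up to 57 uM final) was run with 24 h compound exposure of reporter cells at 37 °C. Each well was multiplexed: SteadyGlo luminescence measured ATXN2-luciferase expression after a fluorogenic Gly-Phe-AFC viability readout (25 uM final).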
The depositor's hits bear a star; i = inactive; ? = inconclusive; nt = not tested or not shown; & = joins results of further samples; [ ] = remark or other dose. Unless noted, the call rests on the fitted dose curve; in most records, active means well fitted curve in the direction sought with a large enough effect; inconclusive means small, poorly fitted or top-dose-only effect, or another doubt; inactive means no such curve, though single readings can be large; an effect the other way counts as inactive or inconclusive. A portion of the library; the hit share may differ from the screen's.

SMILES	SW480 rerep	MCF10A rereplic	HT1080 IDH1KD tx	HT1080NT lethal	ATXN viability	IL-1B inflam inh	HepG2 tox	KB-3-1 tox	ATXN2 expr inh
O=C(O)CC1OCC=C2CN3CCC45C6=CC(=O)C(=O)C([N+](=O)[O-])=C6NC4C1C2CC35 (stereo not given)	-7%	8%	3%	0%	i	38	-51%&-10%	0%&-1%	-14%
CCC(=NCc1cccnc1)c1c(O)n(-c2ccccc2C)c(=O)[nH]c1=O	-65%[inhibitor]	19%	8%	9%	i	nt	-4%	-1%	-15%
CC1CCc2cc(F)cc3c(=O)c(C(=O)O)cn1c23 (stereo not given)	-3%&-55%&1%	2%&-21%&4%	2%	6%	i	-3	-11%	0%	-3%&19%
Brc1ccccc1-c1ccccc1	-29%	?	4%	5%	?	-18	-10%	0%	3%
O=C(c1ccc(F)cc1)N1CCC2(CC1)OCCO2	2%	-7%	-16%	-1%	i	17	-60%	2%	nt
CCOP(=O)(OCC)/C(C#N)=C/c1ccc(Br)cc1	-4%	7%	-4%	-9%	i	21	-31%	3%	-3%
Cc1cc(N2C(=O)C3CCCN3C2c2cccc(Cl)c2)no1 (stereo not given)	-12%	-1%	0%	0%	i	9	3%	5%	0%
C/C(=N\N1CCCCCC1)c1c(O)n(-c2ccccc2)c(=O)[nH]c1=O	-4%	10%	0%	5%	i	13	-30%	4%	0%
Cc1ccc(-c2nc3ccccc3c(=O)n2-c2ccc(Br)cn2)cc1	-5%	8%	23%	-1%	?	21	-13%	4%	1%
CCOc1ccc(NC(=O)c2cccn(Cc3cccc(Cl)c3)c2=O)cc1	nt	nt	nt	nt	i	nt	-35%	-11%	-3%
CCn1cc(C(=O)N2CCOCC2)c2ccccc21	2%	21%	-8%	3%	i	22	-4%	?	-5%
COc1ccccc1N=C1SCCCN1C	-2%	-2%	-17%	-3%	i	11	-12%	0%	-1%
CC=C(C)C(=O)OC1CCN2CC=C(COC(=O)C(O)(C(C)OC)C(C)(C)O)C12 (stereo not given)	-1%	?	1%	2%	i	13	1%	-3%	-2%
O=C(CCC1CCCN(Cc2cccc3c2OCO3)C1)NCc1ccc(F)c(F)c1 (stereo not given)	-76%[inhibitor]	-13%	-10%	2%	i	-16	-13%	-14%	-23%
Clc1cccc(N2Cc3cc(-c4ccccc4)ccc3-n3nncc3C2)c1	nt	nt	10µM*	10µM*	nt	-110*	8.9µM*	?	22µM*
CCOc1ccc(S(=O)(=O)N2CCC(C(=O)N3CCOCC3)CC2)cc1C	-16%	7%	1%	2%	i	-4	0%	-1%	-8%
Cc1cc(C)nc(-n2c(C)nc3cc(Cl)ccc3c2=O)c1	-4%	3%	10%	8%	i	-5	13%	-1%	-3%
COc1ccc2c(c1)c(C(=O)CN1CCN(C)CC1)c(C)n2Cc1ccccc1	2%	0%	-19%	-28%	i	-26	9%	-1%	4%
C[N+]12CCC(CC1)C(C(O)(c1cccc(Cl)c1)c1cccc(Cl)c1)C2 (stereo not given)	-11%	5%	-11%	-14%	i	?	0%	-21%	-2%
CCN1CCN(S(=O)(=O)c2cnc(Cl)c(Br)c2)CC1	1%	?	-2%	-5%	i	nt	-41%	0%	-4%
CCSc1cc(C2C(C#N)=C(N)Oc3n[nH]c(C)c32)c(C)o1 (stereo not given)	?	?	?	?	i	-97*	-40%	?	-4%
Cc1nc2ccccc2c(=O)n1-c1ccc(F)cc1	-10%	0%	5%	5%	i	22	6%	14%	1%
COC1=C[C@@H]2C3=C([C@@H]2C1=O)[C@@H](NC(C)=O)CCc1cc(OC)c(OC)c(OC)c13	-37%[inhibitor]	-7%	-10%	10%	i	10	-7%	0%	9%
CC(=O)N1CCN(Cc2ccc(Cl)nc2)CC1	-11%	-5%	0%	6%	?	35	17%	2%	-18%
COC(=O)C1=C(c2ccc(Cl)c(C(F)(F)F)c2)C[C@@H]2CC[C@H]1N2C(=O)NCCNC(C)=O	8%	3%	18%	?	i	16	1%	17%	2%

Record cards, from the list above. Values in the order: SW480 rerep, MCF10A rereplic, HT1080 IDH1KD tx, HT1080NT lethal, ATXN viability, IL-1B inflam inh, HepG2 tox, KB-3-1 tox, ATXN2 expr inh
Shown for COC1=C[C@@H]2C3=C([C@@H]2C1=O)[C@@H](NC(C)=O)CCc1cc(OC)c(OC)c(OC)c13 = -37%[inhibitor], -7%, -10%, 10%, i, 10, -7%, 0%, 9%
Shown for COc1ccc2c(c1)c(C(=O)CN1CCN(C)CC1)c(C)n2Cc1ccccc1 = 2%, 0%, -19%, -28%, i, -26, 9%, -1%, 4%
Shown for CCn1cc(C(=O)N2CCOCC2)c2ccccc21 = 2%, 21%, -8%, 3%, i, 22, -4%, ?, -5%
Shown for CCSc1cc(C2C(C#N)=C(N)Oc3n[nH]c(C)c32)c(C)o1 (stereo not given) = ?, ?, ?, ?, i, -97*, -40%, ?, -4%
Shown for O=C(O)CC1OCC=C2CN3CCC45C6=CC(=O)C(=O)C([N+](=O)[O-])=C6NC4C1C2CC35 (stereo not given) = -7%, 8%, 3%, 0%, i, 38, -51%&-10%, 0%&-1%, -14%

The list goes on.
SMILES	SW480 rerep	MCF10A rereplic	HT1080 IDH1KD tx	HT1080NT lethal	ATXN viability	IL-1B inflam inh	HepG2 tox	KB-3-1 tox	ATXN2 expr inh
CC1CCN(C(=O)c2ncn(C)c2C(=O)N2CCC(C)CC2)CC1	-5%	5%	6%	1%	i	22	-10%	3%	-1%
COc1ccccc1CN1CCCC(C(=O)c2ccccc2SC)C1 (stereo not given)	-3%	-2%	?	?	i	-27	-3%	2%	-22%
Cc1ccc(CC(=O)N2CCN(Cc3ccccc3)CC2)cc1	9%	1%	12%	-2%	i	-21	13%	2%	nt
O=C(O)[C@H]1NC[C@H]2C[C@H]21	-9%	3%	3%	10%	i	11	-2%	7%	5%
COc1ccc(CCNCc2ccccc2F)cc1OC	0%	-1%	0%	-1%	i	-4	-11%	13%	-9%
Cc1cccc(-n2c(O)c(C=Nc3ccc(S(N)(=O)=O)cc3)c(=O)[nH]c2=O)c1	13%	-14%	-2%	-2%	?	-3	4%	-5%	24%
O=C(C1CC1)N1CCC(c2nc(-c3ccc(S(=O)(=O)N4CCCC4)cc3)no2)CC1	-4%	0%	?	-19%	i	20	-38%	-8%	-8%
COc1ccc(CCC(=O)N2CCC3(CC2)OCCO3)cc1	8%	6%	7%	12%	i	5	-12%	-2%	-9%
O=C(Nc1cccc(Cl)c1)N1C[C@H]2C[C@@H](C1)c1cccc(=O)n1C2	-7%	-8%	1%	1%	i	17	10%	0%	1%
Oc1ccc2ccccc2c1CN1CC=C(c2ccccc2)CC1	-28%	0%[9.22 µM]	4%	2%	i	-15	9%	12%	6%
C=CC(=O)NCNC(=O)C=C	-52%[inhibitor]	7%	14%	-9%	i	-10	0%	0%	-1%
CCC(=NCc1ccc(F)cc1)c1c(O)n(C)c(=O)n(C)c1=O	-20%	-2%	-20%	-1%	i	-14	-3%	?	-11%
CCOC(=O)C1=C(C)OC(N)=C(C#N)C12C(=O)Nc1ccc(C)cc12 (stereo not given)	-1%	-185%[0.0737 µM]	1%	-1%	i	0	-2%	0%	-6%
Cc1ccc([N+](=O)[O-])cc1N	-38%[inhibitor]	-3%	7%	5%	i	-3	0%	5%	nt
CN1CCCN(C(=O)COc2ccc(Br)cc2)CC1	2%	7%	-11%	14%	i	-13	-9%	8%	-7%
O=C1CC(=O)N(c2ccccc2)C(=O)N1c1ccccc1	0%	3%	1%	4%	i	6	-15%	0.29µM*	2%
c1ccc2c(CN3CCOCC3)c[nH]c2c1	-33%[inhibitor]	-3%	-8%	-4%	i	33	-40%	-3%	17%
Cc1[nH]c2ccc(OCc3ccccc3)cc2c1CCN	5%	2%	-8%	-2%	?	nt	-31%	-2%	0%
CCC1(OC(=O)c2ccccc2)CC(C)N(C)CC1C (stereo not given)	-7%	-10%	3%	7%	i	-14	-2%	-5%	0%
O=[N+]([O-])c1ccc(N2CCNCC2)cc1N1CCCCCC1	-5%	?	?	-4%	?	-59*	-20%	-5%	-28%
Cc1ccc(S(=O)(=O)N2CCC(C(=O)OCc3ccccc3)CC2)cc1C	-99%[inhibitor]	25%	-3%	2%	i	31	-16%	-2%	-8%
CN1C(=O)NC(=O)C(N=Nc2ccc(Cl)cc2)C1=O (stereo not given)	-8%	1%	3%	-3%	?	-19	-9%	0%	1%
CCCOP(=O)(OCCC)C(NC(=O)c1cc(OC)c(OC)c(OC)c1)c1ccccc1 (stereo not given)	-2%	9%	-7%	0%	i	0	-22%	-2%	-9%
Cn1c(=O)cc(OCC(=O)N2CCC3(CC2)OCCO3)c2ccccc21	-13%	5%	-12%	-1%	i	17	-23%	0%	22%
COC(=O)C1=C(c2ccc(F)cc2OCc2ccccc2)C[C@@H]2CC[C@H]1N2C(=O)NCc1ccc(OC)c(OC)c1	-4%	?	-6%	1%	?	-5	21%	?	-36%
Cc1ccc(NC(=S)NC2CC3CCC(C2)N3Cc2ccco2)cc1C (stereo not given)	-1%	2%	?	-2%	?	-12	-29%	-8%	-10%
CCOc1ccc(C(C)=O)cc1Cc1c(O)[nH]c(=S)[nH]c1=O	1%	-2%	8%	14%	i	-5	1%	-2%	nt
